Pf apPOL inh – Pf-apPOL DNA polymerase inhibition | Recombinant Pf-apPOL, molecular beacon fluorescence, 1.5 h | inhibition, % at 10 µM | 210,000 tested, 0.25% active
mHTT CaM bind – disrupts binding of mutant huntingtin to calmodulin. P42858. AlphaScreen His-mHTT/GST-CaM binding, luminescence. inhibition, % at 15 µM. 190,000 tested, 3.6% active. AID 1671202;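 note: 0% = both proteins with DMSO and 100% = one protein alone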
Numbers without * were called inactive; i = inactive; / = not tested or not shown; & = joins results of further samples. Cut-off read from the data, not from the text of the source: active = inhibition above about 50%; inactive = the rest.

canonical_smiles	Pf apPOL inh	mHTT CaM bind
COc1cc(Cl)c(C)cc1NC(=O)c1cn(-c2ccc(F)cc2F)c(=O)c2ccccc12	-4.0	6.0
CCc1ccn2cc(-c3cc(-c4ccccc4)no3)nc2c1	-1.2&-0.2	/
Cc1ccc2c(c1)N(c1ccccc1F)C=C(C#N)S2(=O)=O	1.4	-4.7
O=[N+]([O-])C(=C1Nc2ccccc2N1)C(Cl)=C(Cl)Cl	-2.0	35.0
Cn1c(N=Cc2ccc3c(c2)OCO3)nc2ccccc21	-3.6	14.0
COc1ccc(OC)c(N2CCN(CC(=O)NCCc3cccs3)C2=O)c1	-5.8	-15.8
COc1ccccc1Nc1nc(-c2ccccn2)cs1	-7.3&-0.4	97.0*
O=C(Cn1nc2c(N3CCOCC3)nccn2c1=O)NCc1cccc(C(F)(F)F)c1	-9.5	-6.2
Cc1ccccc1NCC(=O)Nc1c(C)cccc1C	-5.3	19.4
Cc1ccc(C(=O)N2CCC3(CC2)CN(C)CC3c2noc(C3CC3)n2)cn1 (configuration not stated)	6.6	-2.3
COc1cc(C2NC(=O)NC(C)=C2C(C)=O)cc(OC)c1OC (configuration not stated)	-5.9	-0.9
O=C(Nc1ccc(Cl)cc1)Oc1ccc(-c2csnn2)cc1	0.2	/
CC1CCN(C(=O)C2c3ccccc3CCN2CC(=O)Nc2cc(F)ccc2F)CC1 (configuration not stated)	-8.1	24.8
O=C(Cn1c(=O)[nH]c2ccccc2c1=O)NCc1ccccn1	-0.4	-10.4
Cc1c(C(=O)Nc2ccc(F)c(F)c2)oc2ccc(S(=O)(=O)N3CC(C)CC(C)C3)cc12 (configuration not stated)	-8.6	8.0
COc1ccc(C2CC(=O)C=C(O)C2)cc1 (configuration not stated)	-9.9	8.8
COc1ccc(-c2nnc3ccc(OCCNC(=O)c4cc(C)on4)nn23)cc1	0.0	-2.3
O=C(CCc1csc(NC(=O)c2ccc(F)cc2)n1)Nc1ccc(-n2cnnn2)cc1	-0.8	10.1
Cc1cc(C)cc(N2C(=O)CSC2c2cc3c(cc2[N+](=O)[O-])OCO3)c1 (configuration not stated)	-0.4	6.0
c1ccc(CN2CCC(N3CCN(C4CC5CCC4C5)CC3)CC2)cc1 (configuration not stated)	-0.8	3.9
N#CC1=C(N)Oc2n[nH]c(-c3ccccc3)c2C1c1ccco1 (configuration not stated)	-6.2	4.0
Cc1nc(C(N)=NOC(=O)c2c(F)cccc2Cl)cs1	-2.1	/
CC(=O)Nc1cccc(OCCCN2CNc3c(c(=O)n(C)c(=O)n3C)C2)c1	-1.4	/
O=C1CC(c2ccccc2Cl)CC2=C1C(c1ccc(F)cc1)Nc1ccccc1N2 (configuration not stated)	-1.8	57.0*
CC(=O)Nc1ccccc1C(=O)C(=O)Nc1ccc(C(=O)N2CCC3(CC2)OCCO3)cc1	-8.4	35.0

Following part
canonical_smiles	Pf apPOL inh	mHTT CaM bind
O=C(Nc1ccc(-n2nncc2-c2ccccc2)cc1)c1c(F)cccc1F	-0.1	16.0
Cc1ccc(CNC(=O)C(C)Oc2ccccc2)cc1 (configuration not stated)	-9.2	-5.5
Cc1ccc(-c2nnc(N3CCC(C(=O)NCCCN4CCCC4=O)CC3)o2)cc1	-9.2	23.7
N#CC(=CNc1ccccn1)C(=O)c1ccccc1	0.8&-2.5	/
O=C1N/C(=C/c2ccc(-c3cccc([N+](=O)[O-])c3)o2)C(=O)N1Cc1ccc(Cl)cc1	-3.6	16.0
O=C(Nc1cccc(Cl)c1)c1cc(S(=O)(=O)N2CCCc3ccccc32)ccc1F	-6.2	-17.0
O=C(Nc1ccccc1)/C(=C\c1ccc(O)cc1)NC(=O)c1ccco1	0.5	-4.6
Cc1cc(O)c(S(=O)(=O)c2ccccc2)c(C)c1NS(=O)(=O)c1ccccc1	-4.1	-10.0
CC(C)CC(C(=O)NC1CCCC(C)C1C)N1C(=O)c2ccccc2C1=O (configuration not stated)	-9.5	-2.0
COc1ccc(-c2cc(COC(=O)Cc3c(C)noc3C)no2)cc1	-15.4	-30.4
COc1ccc(/C=C2/N=C(c3cccc(Br)c3)OC2=O)c(OC)c1OC	-6.8	2.0
CCc1ccccc1N1C(=O)NC2CC1(C)Oc1ccc(Br)cc12 (configuration not stated)	-6.6	1.0
COc1ccc(Oc2ccc([N+](=O)[O-])cc2-c2nc(CS(=O)(=O)Cc3ccc(F)cc3)no2)cc1	-6.1	/
CN(C)C=CC(=O)c1cc(-c2cccc(C(F)(F)F)c2)no1	11.2	/
O=C(NCc1ccccc1)/C(=C/c1ccco1)NC(=O)c1ccco1	-13.2	11.3
Cn1nc(-c2nc(C3CC3)no2)c2c1CCN(C(=O)c1ccc(C(C)(C)C)cc1)C2	-3.2	-1.7
Cc1cc(NS(=O)(=O)c2ccc(NC(=O)C3CCCO3)cc2)nc(C)n1 (configuration not stated)	-1.3	5.1
O=C(O)C1C2C=CC(C2)C1C(=O)Nc1ccc(Oc2ccccc2)cc1 (configuration not stated)	1.5	4.9
CC(=O)N(C)c1ccc(NC(=O)COc2ccc(C)cc2Br)cc1	-2.6	3.3
CCCCN(C)S(=O)(=O)c1ccc(C(=O)N=c2sc3cc(OC)ccc3n2C)cc1	-0.6	-5.0
COc1ccc(OCCCC(=O)Nc2c(C)cccc2C)cc1	5.7	-13.6
CCCNS(=O)(=O)c1ccc(NC(=O)C2CC3C=CC2C3)cc1 (configuration not stated)	-4.8	-4.4
COCC(=O)Nc1ccc([N+](=O)[O-])cc1OC	-1.8	-5.9
Cc1c(C(=O)N2CCN(c3ccc([N+](=O)[O-])cc3)CC2)oc2ccccc12	-0.7	4.3
Cc1nc(CCNC(=O)C2CCN(S(=O)(=O)c3ccc(F)cc3F)CC2)cs1	-5.5	-4.3

Record cards (already shown). Values in the order: Pf apPOL inh | mHTT CaM bind
O=[N+]([O-])C(=C1Nc2ccccc2N1)C(Cl)=C(Cl)Cl is entered as -2.0 | 35.0
O=C(Cn1nc2c(N3CCOCC3)nccn2c1=O)NCc1cccc(C(F)(F)F)c1 is entered as -9.5 | -6.2

Additional records follow:
canonical_smiles	Pf apPOL inh	mHTT CaM bind
CCOc1ccc(S(=O)(=O)N=C2C=CC(=O)C(Br)=C2)cc1	-4.6	73.0*
COc1cc(C=C2SC(=S)N(c3ccc(O)c(C(=O)O)c3)C2=O)ccc1O	6.2	54.3*
Cc1c(C(=O)N2CCc3ccccc3C2)oc2ccc(S(=O)(=O)N3CC(C)CC(C)C3)cc12 (configuration not stated)	2.6	6.0
Cc1nn(-c2ccccc2)c2nc(N3CCC(NC(=O)Cc4cccc(F)c4)CC3)sc12	-4.5	-5.2
Cc1ccc(S(=O)(=O)N2CCN(c3ccc(Cl)cc3)C(=O)C2C)cc1 (configuration not stated)	2.0	-1.6
COc1ccc(C(=O)NC(C)Cc2c[nH]c3ccccc23)cc1 (configuration not stated)	-8.1	-1.4
CN1CCCc2cc(C(=O)N3CCCCC3)sc21	0.2	6.1
Cc1ccc(N2NC(=O)/C(=C\c3cccc([N+](=O)[O-])c3)C2=O)cc1C	1.5	42.0
COc1ccccc1NC(=O)C1=C(C)Nc2nnnn2C1c1ccc(OC)c(OC)c1 (configuration not stated)	0.9	5.0
CCOc1ccc(/C=c2\sc3nc(-c4cccnc4)nn3c2=O)cc1OC	-6.3	5.0
N#CCC(=O)c1ccc(Br)cc1	-3.3	25.0
CC(C)(C)n1nc2c(c1NC(=O)c1ccc(F)cc1)CS(=O)(=O)C2	-2.9	3.0
Cc1nc2ccccc2nc(C)c1=NOCc1cccc(F)c1	4.2	-12.9&-19.0
O=C(COc1ccccc1)N1c2ccccc2Sc2ccccc21	-0.3&-0.2	-18.7
Cc1cc(C)n2nc(SCC(=O)NCCC(C)C)nc2n1	-9.8	3.0
Cc1ccccc1-c1cc(-c2ccccc2O)n[nH]1	-4.3	51.9*
NC(CCCP(=O)(O)O)C(=O)O (configuration not stated)	6.5	/
C(=C\c1ccccc1)/C=N/N1CCN(C2c3ccccc3-c3ccccc32)CC1	/	i
N#CC1=C(SCC(=O)NCc2ccccc2)NC(=O)CC1c1ccco1 (configuration not stated)	-5.8	-7.3
Cc1ccc(N2CCN(C(=O)c3cc4c(s3)CCN(C(=O)c3ccccc3)C4)CC2)cc1	-4.0	1.7
Cc1ccc(F)c(NC(=O)c2cc(C(C)C)n3nccc3n2)c1	-1.6	-12.5
COc1ccc(-c2nc3ccccc3o2)cc1NC(=O)Cc1ccccc1	-0.2	-2.3
NC(=O)c1ccccc1NC(=O)c1ccc(C(=O)Nc2ccccc2C(N)=O)cc1	-4.7	1.1
COc1ccc(C(=O)N2CCN(CCNC(=O)C(=O)Nc3ccc(F)cc3)CC2)cc1OC	-3.9	8.0
COCCN1C(=O)CCc2c(C)nc(-c3cccnc3)nc21	-0.3	-1.7

(cont.)
canonical_smiles	Pf apPOL inh	mHTT CaM bind
CC(C)NC(=O)C(=O)NCc1ccccc1Cl	-10.4	-3.3
COc1cc(C2C(C(=O)c3cccs3)=C(O)C(=O)N2Cc2cccnc2)ccc1O (configuration not stated)	9.5	0.2
Cc1cccc(C)c1NC(=O)C(NC(=O)CN1C(=O)c2ccccc2C1=O)c1ccccc1 (configuration not stated)	-12.5	0.6
CCOc1nccnc1N1CCC(N(C)C(=O)NCc2ccccc2)C1 (configuration not stated)	-2.0	6.3
O=C(Nc1ccc(Cl)cc1F)c1cccc(F)c1	-3.8	-4.4
CCCc1nn2c(N)c(C=C3C=CC(=O)C(OC)=C3)c(=O)nc2s1	1.3	12.0
CCN1C(=O)CCC2(CN(C)C(=O)Cc3cccc(F)c3)CCCC12 (configuration not stated)	-1.6	-5.6
Cc1cccc(NC(=O)CN(c2cccc([N+](=O)[O-])c2)S(C)(=O)=O)c1C	-2.8	-0.7
O=C1C2CC=C(Cl)CC2C(=O)N1CC1OCCc2ccccc21 (configuration not stated)	-1.6&-0.6	0.0&-2.4
Cn1c(-c2c(CCCC(=O)O)oc3cc(O)ccc3c2=O)nc2ccccc21	-6.9	-8.2
O=C(NC1CCCC1)C1CCC(CNS(=O)(=O)c2ccc(Br)s2)CC1 (configuration not stated)	-0.7	1.0
Cc1ccc(C)c(S(=O)(=O)N2CCc3c(c(COCc4ccccc4F)nn3C)C2)c1	-2.8	11.8
Cc1nc(C(F)(F)F)ccc1C(=O)NNc1c(Cl)cncc1Cl	-3.1	/
CC(C)(C)OC(=O)Cn1cccc(S(=O)(=O)N2CCCC2)c1=O	-10.7	-6.1
Cc1cc(C2C(C#N)=C(N)N(c3cccc(Br)c3)C3=C2C(=O)CCC3)c(C)s1 (configuration not stated)	-10.7	39.0
CCCc1cc(C2CCCN2C(=O)Nc2ccc(C(=O)OCC)cc2)no1 (configuration not stated)	-4.9	-3.1
Cc1cc(C)n2nc(N)nc2n1	-7.6	-7.6&0.2
O=C(NCc1cccnc1)C1CN(S(=O)(=O)C2CC2)CC12CCCCC2 (configuration not stated)	2.5	2.9
O=C(Nc1ccccc1)C1=NN(c2ccccc2)C(=C2C(=O)NN=C2c2ccccc2)S1	-4.1	/
COc1cc(C(C[N+](=O)[O-])c2c(-c3ccccc3)n(C)c3ccccc23)cc(OC)c1OC (configuration not stated)	-2.1	-1.0
Cc1ccc(CC(=O)N2CCCC(COc3cccc(C(=O)N4CCCCC4)c3)C2)cc1 (configuration not stated)	-8.8	8.6
N#Cc1cccc(CN2CCC(=O)N(CCO)CC2)c1	-4.7	-9.7
COc1ccc(OCC(=O)N2CCc3c(c(COCc4ccccc4F)nn3C)C2)cc1	-2.7	6.4
Cc1ccc(N2C(=O)c3ccc(Br)cc3C2=O)c(O)c1	-8.6	-1.0
CCCN(CCO)Cc1c(F)cccc1Cl	-7.8	-2.1

Other entries
canonical_smiles	Pf apPOL inh	mHTT CaM bind
CCn1ccc2ccn(CCc3c(C)noc3C)c(=O)c21	-1.6	-3.0
O=C(NCCc1csc2nc(-c3ccccc3F)nn12)C1CCCC1	-6.4	-1.2
CCCCCCN1C[C@H](n2cc(C3CC3)nn2)[C@@H](O)C[C@@H]1c1ccc(OC)cc1	-2.6	97.9*
COc1ccc(NC(=O)N2CCCC2c2cccc(C)c2)c(OC)c1 (configuration not stated)	-2.2	15.4
CN(C1CCCCC1)S(=O)(=O)c1ccccc1[N+](=O)[O-]	-0.5	-0.8
CCC(=O)N1CCc2cc(Br)cc(S(=O)(=O)N3CCCC3)c21	-3.6	5.0
COc1ccc(C2Cn3nnc(C(=O)N4CCC(C(=O)NC(C)C)CC4)c3CO2)cc1 (configuration not stated)	-2.7	-0.1
COc1ccc(C(N)=S)cn1	10.4&-16.1	/
CC(C)(C)CC(=O)N1CC(C(=O)NC2CC2)C(c2ccc(F)cc2)C1 (configuration not stated)	-6.9	-0.9
Cc1ccc(C)c(N2CCN(C(=O)c3cccc(Br)c3)C(C)C2=O)c1 (configuration not stated)	46.9	4.5
CCc1cc2c(=S)c(-c3ccccc3)c(C)oc2cc1OC	3.4	9.4
O=C1C2CCCC2=NN1c1ccccc1 (configuration not stated)	4.8	-15.6

Among those listed so far, these have a CF3 group.
canonical_smiles	Pf apPOL inh	mHTT CaM bind
O=C(Cn1nc2c(N3CCOCC3)nccn2c1=O)NCc1cccc(C(F)(F)F)c1	-9.5	-6.2
CN(C)C=CC(=O)c1cc(-c2cccc(C(F)(F)F)c2)no1	11.2	/
Cc1nc(C(F)(F)F)ccc1C(=O)NNc1c(Cl)cncc1Cl	-3.1	/
